# Screening results: PubChem BioAssay, Southern Research Specialized Biocontainment Screening Center
# tuberculosis growth – growth inhibition of non-replicating M. tuberculosis (AID 488890); inhibition, % at 25 µM, or IC50 in µM where a hit was titrated; 320,000 compounds, 0.39% hits; Mycobacterium tuberculosis non-replicating, growth inhibition; higher % means a stronger effect; in the data active means a potency from the dose series; inconclusive means inhibition mostly from about 82% at the one dose, without a potency; inactive means the rest, 99 in 100 with inhibition below about 76%;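 further: plate controls were DMSO cells for no effect and high antibiotic wells for full effect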
# PhoP GFP inhibition – Inhibition of PhoP regulon, Salmonella typhi GFP reporter cells, confirmation, 4 h (AID 1850); Salmonella Typhi PhoP-promoter GFP reporter, fluorescence, 4 h; higher % means a stronger effect; inhibition, % at 50 µM, or IC50 in µM where a hit was titrated; 310,000 compounds, 0.33% hits; in the data active means a potency from the dose series; inconclusive means inhibition mostly from about 25% at the one dose, without a potency; inactive means the rest, 99 in 100 with inhibition below about 19%;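 further: 0% = induced wells with vehicle and 100% = uninduced wells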
# H1N1 NS1A inhibition – H1N1 influenza NS1A inhibitors, functional cell based assay (AID 504329) | NS1A functional cell-based assay, percent inhibition; higher % means a stronger effect | 340,000 compounds, 0.3% hits | one-dose inhibition, % at 12.5 µM; IC50 in µM for titrated hits; in the data active means a potency from the dose series; inconclusive means inhibition above about 27% without an active follow-up result; further: strong numbers were not always called active
# M. tuberculosis HTS – M. tuberculosis growth inhibition, HTS (AID 449762); inhibition, % at 25 µM, or IC50 in µM where a hit was titrated; 330,000 compounds, 0.59% hits; M. tuberculosis H37Rv growth inhibition, 7H9 media; higher % means a stronger effect; in the data active means a potency from the dose series; inconclusive means inhibition above about 70% without an active follow-up result;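 further: bacterial growth assessed after seven days of incubation; strong numbers were not always called active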
# inhibitors of VEEV – inhibitors of VEEV TC-83 cytopathic effect, confirmation, Vero cells (AID 588727) | Vero cells, VEEV TC-83 cytopathic effect inhibition; higher % means a stronger effect | one-dose inhibition, % at 20 µM; IC50 in µM for titrated hits | 350,000 compounds, 0.13% hits; in the data active means a potency from the dose series; inconclusive means inhibition mostly from about 14% at the one dose, without a potency; inactive means the rest, 99 in 100 with inhibition below about 12%; further: strong numbers were not always called active
# inhibitors of VEEV 10K pilot screen – recorded beside inhibitors of VEEV, whose call it bears; inhibition, %; measured here: 10K pilot screen inhibition
# Numbers without * were called inactive; i = inactive; ? = inconclusive; / = not tested or not shown; & = joins results of further samples.
# Sample of the layout (seven entries):
SMILES,tuberculosis growth,PhoP GFP inhibition,H1N1 NS1A inhibition,M. tuberculosis HTS,inhibitors of VEEV,others
COc1cccc(/C=C/C(=O)OCC(=O)NC(=O)NC2CCCC2)c1,73%,/,-13%,47%,i,
CC1(COS(N)(=O)=O)CCCCC1,-12%,9%,-8%,6%,0.3%,
Cc1cc(C)n(C(=O)CCNC(=O)c2ccccc2Cl)n1,1%,0%,4%,-3%,0.0%,inhibitors of VEEV 10K pilot screen=1.0
C=CCOC(=O)C1=C(C)NC(=O)NC1C1CC=CCC1 (stereo not drawn),8%,3%,6%,6%,0.3%,
COc1ccc(-c2csc(N3CCN(C(=O)c4ccco4)CC3)n2)cc1,-37%,-4%,5%,4%,9.2%,
CCOC(=O)c1sc2nc(C)nc(SCC(=O)N(C)C3CCS(=O)(=O)C3)c2c1C (stereo not drawn),4%,-7%,-8%,3%,0.6%,
C/C(=N\NC(=O)COc1c(C)cccc1C)c1cccs1,5%,9%,14%,5%,5.8%,

# Results, previewed entries included:
SMILES,tuberculosis growth,PhoP GFP inhibition,H1N1 NS1A inhibition,M. tuberculosis HTS,inhibitors of VEEV,others
COc1cccc(/C=C/C(=O)OCC(=O)NC(=O)NC2CCCC2)c1,73%,/,-13%,47%,i,
CC1(COS(N)(=O)=O)CCCCC1,-12%,9%,-8%,6%,0.3%,
Cc1cc(C)n(C(=O)CCNC(=O)c2ccccc2Cl)n1,1%,0%,4%,-3%,0.0%,inhibitors of VEEV 10K pilot screen=1.0
C=CCOC(=O)C1=C(C)NC(=O)NC1C1CC=CCC1 (stereo not drawn),8%,3%,6%,6%,0.3%,
COc1ccc(-c2csc(N3CCN(C(=O)c4ccco4)CC3)n2)cc1,-37%,-4%,5%,4%,9.2%,
CCOC(=O)c1sc2nc(C)nc(SCC(=O)N(C)C3CCS(=O)(=O)C3)c2c1C (stereo not drawn),4%,-7%,-8%,3%,0.6%,
C/C(=N\NC(=O)COc1c(C)cccc1C)c1cccs1,5%,9%,14%,5%,5.8%,
Cc1cc(C)nc(NCCC(=O)O)n1,0%,-4%,4%,5%,0.5%,
Cc1ccc(-c2cc(C(=O)N/N=C/c3ccoc3)c3ccccc3n2)cc1,1%,-6%,-8%,0%,10%,
COc1ccc(NC(=O)C2CCN(S(=O)(=O)c3ccc(OC)c(OC)c3)CC2)cc1,13%,6%,-8%,5%,0.4%,
Cc1ccc2c(c1)N(C(=O)NC1CCCCC1)C(C)(C)CC2C (stereo not drawn),34%,14%,-3%,-6%,0.1%,
COc1cc(/C=N/NC(=O)c2ccoc2C)cc(OC)c1O,/,-6%,-2%,0%,2.3%,
CN(Cc1ccco1)S(=O)(=O)c1nnc(NC(=O)c2ccccc2)s1,60%,-2%,4%,-1%,3.5%,
N#Cc1ccc(/C=C/C(=O)c2ccco2)cc1,?,-3%,-2%,63%,1.8%,
CC(C)Oc1nc(-c2ccccc2Cl)nc2ccccc12,-9%,8%,-6%,0%,i,
NC(=O)c1cc2c3ccccc3ccn2c1-c1ccccc1,24%,7%,17%,?,9.6%,
COCCNC(=S)N/N=C(\C)c1ccc(OC(F)F)cc1,?,6%,21%,2%,2.6%,
Cc1cc(NCCCN2CCOCC2)n2ncc(-c3ccccc3)c2n1,11%,0%,-9%,2%,6.3%,
CCCC(=O)Nc1ccc(-c2ccc(NC(=O)CCC)cc2)cc1,-10%,-8%,-4%,-6%,0.7%,
O=C(CNC1CCCCC1)Nc1ccc(Cl)cc1,72%,0%,0%,-3%,1.7%,
Cc1cn(C(=O)C(C)N2C(=O)c3ccccc3C2=O)c(C)n1 (stereo not drawn),2%,-7%,-1%,7%,i,
Cc1c(NS(=O)(=O)c2cccc(C(=O)NCc3ccncc3)c2)c(=O)n(-c2ccccc2)n1C,-5%,0%,4%,-6%,0.7%,
CCc1nc2ccccc2c(C(=O)OCC(=O)N2CC(C)OC(C)C2)c1C (stereo not drawn),-30%,7%,-2%,-9%,12%,
Cc1cc([N+](=O)[O-])ccc1NC(=O)C(C)N1CCN(c2ccccn2)CC1 (stereo not drawn),2%,0%,-2%,?,0.8%,
COc1ccc(Cc2nccc3cc(OC)c(OC)cc23)cc1OC,14%,2%&5%,1%,2%,i,
NC(=O)c1ccc(NC(=O)CSc2nnc(C3CC3)n2C2CC2)cc1,8%,/,-1%,0%,2.9%,
Cc1scc(C(=O)NNC(=S)NC(C)c2ccccc2)c1C (stereo not drawn),-1%,-8%,-6%,10%,3.4%,
O=C(CCN1CCc2ccccc2C1)Nc1ccccc1F,1%,-7%,6%,-1%,0.2%,
CCC(C)(C)C(=O)Nc1cc([N+](=O)[O-])ccc1F,70%,-7%,-3%,1%,1.2%,
CN1CCN(C(=S)c2ccc(-c3cc(Cl)ccc3Cl)o2)CC1,49%,4%,-1%,?,3.2%,
Cc1ccc(-c2cc(-c3ccccc3)c(C#N)c(Br)n2)cc1,-14%,-6%,3%,0%,1.2%,
Cc1ccc(C)c(S(=O)(=O)N2CCCC2CNC(=O)C(=O)NC2CCCCCC2)c1 (stereo not drawn),-4%,6%,-1%,-13%,0.8%,
CC(C)C(OC(=O)C1=Cc2ccccc2OC1)C(=O)NC1CCCC1 (stereo not drawn),-7%,-9%,-7%,-2%,i,
COc1ccccc1/C=N/NC(=O)CCSc1ccccc1,58%,1%,-4%,0%,1.1%,
CCc1ccc2c(c1)C(NC(C)=O)C(=O)N2CCN1CCOCC1 (stereo not drawn),-6%,10%,-33%,-4%,1.0%,
C/C=C(/C)C(=O)Nc1cccc(C2=NOC3(C2)C[C@@H](C(N)=O)N(C(=O)CCCCC)C3)c1 (stereo partly drawn),14%,3%,-3%,-11%,0.6%,
CN(C(=O)CN1C(=O)S/C(=C\c2ccc(F)cc2)C1=O)C1CCS(=O)(=O)C1 (stereo not drawn),/,-6%,4%,4%,2.0%,
COc1ccc(C(=O)C2CN(c3ccccc3)CC2c2ccc(Cl)cc2)cc1 (stereo not drawn),-4%,1%,3%,0%,3.9%,
CCOc1ccc(OCCC(=O)OCC(=O)Nc2ccc(N3CCOCC3)cc2)cc1,24%,-2%,-8%,9%,0.3%,
COc1ccccc1N(CC(=O)NC1CCCC1)C(=O)CCC(=O)Nc1cc(C)on1,2%,-1%,-2%,-10%,i,
COc1ccc2oc(C(=O)OCC(=O)N(C)c3c(N)n(Cc4ccccc4)c(=O)[nH]c3=O)c(C)c2c1,9%,-1%,-9%,-6%,11%,
Cc1cccc(OCC(=O)OC(C)C(=O)Nc2ccc(S(=O)(=O)N3CCCCC3)cc2)c1 (stereo not drawn),18%,-9%,12%,10%,1.0%,
COc1ccc(NC(=O)c2cc(-c3cc(C)ccc3O)n[nH]2)cc1Cl,-2%,1%,4%,-6%,4.4%,
COC(=O)C1CCCN1S(=O)(=O)c1ccccc1NC(=O)c1cc(OC)c(OC)c(OC)c1 (stereo not drawn),5%,3%,0%,1%,i,
Cn1c(=O)n(Cc2ccc(F)cc2)c(=O)c2c1nc1n2CCCN1Cc1ccccc1,6%,14%,10%,-5%,6.1%,
CC(=O)NC1C(OCc2ccccc2)OC(CO)C(OC(C)=O)C1OC(C)=O (stereo not drawn),48%,-7%,-6%,2%,i,
Cc1ccc(-c2cc(C(=O)NC3CCN(Cc4ccccc4)CC3)c3ccccc3n2)cc1,-2%,-11%,10%,19%,13%,
O=S(=O)(c1ccc(F)cc1)N1CCN(CC(O)COCc2ccccc2)CC1 (stereo not drawn),/,/,-4%,/,1.8%,
Cc1ccc2cc(NC(=O)c3ccccc3)ccc2n1,7%,3%,-11%,12%,2.0%,
S=c1nc(-c2ccc(Cl)cc2)[nH][nH]1,20%,-6%,0%,5%,1.0%,
O=S(=O)(Nc1ccc(-c2ccc(N3CCOCC3)nn2)cc1)c1cc(Cl)ccc1Cl,14%,-4%,-1%,17%,2.1%,
Cc1ccc(NC(=O)CN(C)C(=O)CSc2nc(C)cs2)cc1,6%,6%,-2%,-2%,1.2%,
CCOC(=O)N1CCN(C(=O)c2cccc(NC(=O)c3ccco3)c2)CC1,-8%,3%,-1%,-1%,0.5%,
CCCCCCCCCCOC(=O)Cn1c(COc2ccc(OC)cc2)[n+](C)c2ccccc21,32%&47%,14µM*,8%&-21%,?,27%,
CCOC(=O)c1c(C)[nH]c(C)c1C(=O)CSc1nc2ccccc2c(=O)n1-c1ccccc1C,38%,-8%,13%,13%,11%,
C[C@@H](NC(=O)c1nc[nH]c1C(=O)NCCCCCNC(=O)OC(C)(C)C)c1ccccc1,79%,/,-10%,-10%,6.5%,
COc1ccc(N2CC(C(=O)Nc3c(C(N)=O)oc4ccccc34)CC2=O)cc1 (stereo not drawn),4%,6%,-5%,20%,10%,
Cc1ccc(CN2CC(C(=O)Nc3ccc(C)cn3)CC2=O)cc1 (stereo not drawn),-8%,0%,3%,-2%,i,
O=C(c1cnn2c1NC(c1ccc(Br)cc1)CC2C(F)(F)F)N1CCN2CCCC2C1 (stereo not drawn),7%,-5%&4%,8%,2%,0.3%,
Cc1ccc(S(=O)(=O)NC(=O)c2cccc(Br)c2)cc1,26%,-10%,1%,-20%,3.2%,

# Next part.
SMILES,tuberculosis growth,PhoP GFP inhibition,H1N1 NS1A inhibition,M. tuberculosis HTS,inhibitors of VEEV,others
Cc1cc(NC(=O)C2CC(=O)N(c3ccc(F)cc3)C2)no1 (stereo not drawn),-7%,18%,7%,-3%,6.3%,
COc1ccc(NC(=O)CN(C)S(=O)(=O)c2cccs2)cc1,0%,3%,-12%,-1%,0.8%,
CCOc1ccc(-c2cc(C(=O)Nc3ccc4c(c3)OCCO4)c3ccccc3n2)cc1,1%,-5%,13%,-1%,9.8%,
COc1ccc(NC(=O)c2ccccn2)cc1OC,-5%,-1%,10%,3%,3.7%,
CCOC(=O)C1C(c2ccc(C(=O)O)cc2)NC(=O)NC1(O)C(F)(F)F (stereo not drawn),-7%,0%,9%,2%,i,
CCOC(=O)N1CCC(Nc2c(N3CCN(c4cc(Cl)ccc4C)CC3)c(=O)c2=O)CC1,62%,-16%,5%,-3%,3.4%,
CCN(CC)S(=O)(=O)c1cccc(C(=O)Oc2cccnc2)c1,?,7%,22%,?,2.9%,
CCc1cccc(NC2c3ccccc3C(=O)N2c2cccnc2)c1 (stereo not drawn),19%,-6%,30%,0%,0.2%,
COC(=O)c1ccc2c(=O)n(Cc3ccco3)c(SCC(=O)Nc3cc(C)on3)nc2c1,2%,2%,5%,4%,0.2%,
COc1ccccc1CN1CCN(C(=O)COc2ccccc2)CC1,-11%,-3%,17%,-7%,0.2%,
O=C(CNCC1CCCO1)N1CCCCCC1 (stereo not drawn),2%,-21%,-4%,5%,i,
COCCCNc1nc2nonc2nc1N1CCN(Cc2cccc(C)c2)CC1,19%,-1%,0%,2%,0.1%,
CN(Cc1c(F)cccc1Cl)C(=O)c1cc2ccccc2o1,42%,-4%,5%,3%,3.0%,
CCOC(=O)c1ccc(NC(=O)N2CCOCC2)cc1,4%,9%,-2%,-4%,0.1%,
CCOC(=O)N1CCN(S(=O)(=O)c2ccc(C(=O)Nc3sc4c(c3C(=O)OC)CCN(C)C4)cc2)CC1,36%,-8%,2%,-3%,8.2%,
CC1CCN(C(c2ccc(N(C)C)cc2)c2nnnn2Cc2ccccc2)CC1 (stereo not drawn),0%,14%,9%,6%,1.4%,
Cc1ccc(-c2csc(NC(=O)CSC3=NCCS3)n2)cc1,66%,19%,5%,?,3.5%,
COc1ccc(NC(=O)C2CC(c3cccc(Br)c3)=NO2)cc1OC (stereo not drawn),10%,-2%,1%,4%,i,
O=c1c(Cl)c(NCCO)cnn1-c1cccc(Cl)c1,-6%,1%,0%,1%,0.9%,
COc1ccc(N(Cc2ccccc2)S(=O)(=O)c2cccc(C(=O)O)c2)cc1,-15%,-24%,3%,-5%,0.1%,
Cc1cc(C(=O)C(=O)N(C)C)c(C)n1-c1ccc(Cl)cc1,13%,1%,-14%,6%,0.1%,
COc1ccc(/C(C)=N\NC(=O)CSc2nnc(C)s2)cc1,-5%,-7%,-7%,-6%,0.5%,

# Reprinted at random: 2 records from the list, in no set order.
SMILES,tuberculosis growth,PhoP GFP inhibition,H1N1 NS1A inhibition,M. tuberculosis HTS,inhibitors of VEEV,others
Cc1cc(NC(=O)C2CC(=O)N(c3ccc(F)cc3)C2)no1 (stereo not drawn),-7%,18%,7%,-3%,6.3%,
Cc1cc(C(=O)C(=O)N(C)C)c(C)n1-c1ccc(Cl)cc1,13%,1%,-14%,6%,0.1%,
